# GLS inh = inhibitors of human glutaminase (GLS); O94925; GLS enzymatic activity, qHTS titration; Potency, µM (series often up to 45.5 µM), inactives show at the top dose activity change, negative = inhibition, usual class: inhibitors; 0.21% of 410,000 active; note: potency is the fitted concentration of half-maximal effect
#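 hKGA; 45 mM KH2PO4 pH 8.2 + 0.02% Tween-20; cpd via pin tool; 1 mM Gln soln; GluOx/HRP/Amplex Red; RT 30 min; fluor. t0 & final.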
# PI4K2A block = PI4K2A (human) kinase inhibition. Q9BTU6. purified PI4K2A, ADP-Glo luminescence, 1 h; hits give low values. activity change, negative = inhibition, % at 76.9 µM. 0.13% of 420,000 active. AID 1346378; in the data active = activity change below about -50%; inconclusive = mostly about -30% to -49%;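 note: -100% = wells without enzyme as full effect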
#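 Compounds are screened against recombinant PI4K2A using PI as substrate and ATP, the latter dispensed at 300 microM. Reactions run one hour at ambient temperature before ADP-Glo detection; full inhibition defined by wells lacking enzyme.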
# ALOX12 inh = ALOX12 (human) lipoxygenase inhibition; P18054; AID 1671190; Potency, µM (doses to about 108 µM), without a hit: at the highest dose activity change, negative = inhibition, hits mostly inhibitors; purified 12hLO, xylenol orange hydroperoxide absorbance; 1.1% of 580,000 active; note: potency is the fitted concentration of half-maximal effect
# Target sequence (P18054 whole entry, looked up): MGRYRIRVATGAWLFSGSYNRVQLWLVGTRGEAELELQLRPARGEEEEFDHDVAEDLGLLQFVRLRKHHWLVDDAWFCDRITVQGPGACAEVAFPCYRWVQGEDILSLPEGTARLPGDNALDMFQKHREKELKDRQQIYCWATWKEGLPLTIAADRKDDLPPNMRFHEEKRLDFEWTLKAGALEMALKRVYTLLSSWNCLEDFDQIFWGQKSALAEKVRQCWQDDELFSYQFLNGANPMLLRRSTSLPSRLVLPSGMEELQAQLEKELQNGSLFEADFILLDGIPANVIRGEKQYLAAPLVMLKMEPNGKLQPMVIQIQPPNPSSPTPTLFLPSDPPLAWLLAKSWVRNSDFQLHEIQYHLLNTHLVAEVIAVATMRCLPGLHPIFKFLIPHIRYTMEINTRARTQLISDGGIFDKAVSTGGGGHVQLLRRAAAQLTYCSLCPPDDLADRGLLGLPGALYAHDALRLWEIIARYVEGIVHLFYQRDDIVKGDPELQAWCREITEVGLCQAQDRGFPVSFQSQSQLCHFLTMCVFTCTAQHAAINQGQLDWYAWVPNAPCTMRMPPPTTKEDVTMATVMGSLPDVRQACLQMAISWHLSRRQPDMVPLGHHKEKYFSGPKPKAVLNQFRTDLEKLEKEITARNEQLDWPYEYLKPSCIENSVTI
#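 Purified human 12hLO at 150 nM in 25 mM Hepes, 0.01% Triton X-100, pH 7.0, preincubated 15 min at room temperature with compound. Reaction started with 40 uM arachidonic acid, 30 min at room temperature. Hydroperoxide measured by Fe-xylenol orange, 573/405 nm absorbance ratio.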
# Active calls of the source: *; ? = inconclusive; [ ] = remark or other dose. Unless noted, calls come from the whole dose curve; as a rule, active = well fitted inhibition curve with a large enough effect; inconclusive = small, poorly fitted or top-dose-only effect, or another doubt; inactive = no such curve, though single readings can be large or run the other way. Unless noted, % is set by controls: 0 for no effect and ±100 for the full control effect. A portion of the library; rates above refer to the full screens.
GLS inh	PI4K2A block	ALOX12 inh	smiles
-4%	3	5%	CCCc1c(C(=O)N/N=C/c2ccc3c(c2)OCO3)nnn1-c1nonc1N
2%	-1	-19%	CC(O)(c1ccc(F)c(F)c1)c1nc(-c2cccc3cccnc23)cs1 (centres undefined)
0%	-8	6%	COc1ccc(N2C[C@H](C)[C@@H](CC(=O)Nc3ccccc3)C2=O)cc1
2%	-1	1%	CNc1cncc(-c2cccc(C(=O)N3CCOCC3)c2)n1
-2%	4	9%	O=C(CCCCC(=O)NN=Cc1ccc2c(c1)CCC2)NN=Cc1ccc2c(c1)CCC2
13%	-12	?	CC(O)(c1ccc(F)c(F)c1)c1nc(-c2ccoc2)cs1 (centres undefined)
0%	5	-28%	Cc1cnc(CNC(=O)C2(C)CCCN2CC(C)C)cn1 (centres undefined)
2%	-2	-13%	CCc1nc2c(OCc3ccc(Cl)cc3)cccn2c1N(C)C(=O)c1ccc(C)cc1
-1%	-2	50µM*	Cc1nc2c(OCc3ccccc3)cccn2c1N(C)C(=O)C1CCCCC1
10%	-1	-12%	O=C(C[C@H]1C[C@H]2c3cc(NS(=O)(=O)c4ccc(F)cc4)ccc3O[C@H]2[C@H](CO)O1)NCc1ccncc1
7%	0	-6%	CN(C)C(=O)c1cccc(-c2cccc3nccn23)c1
-6%	-4	0%	COCCCN1C(=O)C(CC(=O)NCC2CCCCC2)CC(C(=O)N(C(C)C)C(C)C)=C1C (centres undefined)

# (further entries)
GLS inh	PI4K2A block	ALOX12 inh	smiles
24%	1	-11%	CCCCN(C)c1c(C)nc2ccc(C(=O)Nc3ccc(OC)c(OC)c3)cn12
-1%	-14	?	CCCc1nc2c(C)cc(Br)cn2c1Cc1ccccc1
4%	2	-27%	COC(=O)[C@]12CCCCC=C1N(CCC1=CCCCC1)C(=O)[C@H](CC(=O)NCCC(C)C)C2
26%	-4	2%	CCc1nc2ccc(C(=O)NCCCN3CCCC3=O)cn2c1N(CC)CCOC
-4%	2	-49%	O=C(NN=Cc1ccc2c(c1)CCC2)c1cccc([N+](=O)[O-])c1
16%	-10	8.9µM*	Cc1ccc(Cc2c(-c3ccc(Cl)cc3)nc3cc(C)c(Br)c(C)n23)cc1
-1%	-2	-2%	O=S1(=O)CC(N2CCN(c3ccccn3)CC2)CN1Cc1ccccc1 (centres undefined)
43%[activator]	-1	-6%	O=C(Nc1ncnc2c1ncn2[C@@H]1O[C@H](/C=C/C(=O)N2CCN(c3ccc(F)cc3)CC2)[C@@H](O)[C@H]1O)c1ccccc1
2%	-3	?	OC(c1cccc(Cl)c1)c1ncc(-c2cccc(C(F)(F)F)c2)[nH]1 (centres undefined)
3%	3	-2%	CCCNC(=O)C1(C)CCCN(Cc2c(F)cccc2F)C1 (centres undefined)
-1%	-6	-48%	COc1ccc(C(=O)NCc2ccc(C)cc2)cc1S(=O)(=O)N1CCOCC1
-9%	-1	6%	CCNC(=O)C1(C)CCN(C(=O)c2cccc(C(F)(F)F)c2)C1 (centres undefined)

# (cont.)
GLS inh	PI4K2A block	ALOX12 inh	smiles
18%	-8	-6%	CCc1nc2ccc(C(=O)Nc3cc(-c4ccccc4)ccc3OC)cn2c1N(C)C(=O)c1cccc(OC)c1
-3%	-12	3%	C[C@H](CO)N1C[C@H](C)[C@@H](CN(C)C(=O)c2ccccc2)Oc2cc(C#C[C@@H](C)O)ccc2S1(=O)=O
2%	0	-8%	COc1ccc2c([N+](=O)[O-])c(N3CCOCC3)[nH]c2c1
3%	-4	?	O=c1c(OCc2ccccc2)cccn1Cc1ccccc1
-1%	-3	9%	COCOCCn1cc(CN2CCS(=O)(=O)N(Cc3ccc(-c4ccccc4)cc3)C(C(C)C)C2=O)nn1 (centres undefined)
17%	-9	-11%	CC(=O)N1CCc2c(sc(NC(=O)c3ccc(S(=O)(=O)N(C)CC4CCCO4)cc3)c2C(N)=O)C1 (centres undefined)
1%	-1	3%	COc1ccccc1C1SCCN1S(=O)(=O)c1ccccc1 (centres undefined)
0%	-9	-30%	Cc1ccc(F)c(S(=O)(=O)NC(=O)C2(C)CCN2C(=O)CCc2cccs2)c1 (centres undefined)
-6%	-1	17%	CC(NC(=O)c1ccc(Cl)c(S(=O)(=O)NC2CC2)c1)c1ccco1 (centres undefined)
3%	-3	-4%	Cc1cc(C(O)c2ncc(-c3ccccc3F)[nH]2)ccc1F (centres undefined)
5%	1	7%	COc1ccccc1-c1cnc(C(O)c2c(C)cccc2C)[nH]1 (centres undefined)
-3%	-4	-22%	C[C@@H]1CN([C@@H](C)CO)S(=O)(=O)c2ccc(-c3cccc(C#N)c3)cc2O[C@@H]1CN(C)C(=O)c1ccc(F)cc1

# Arranged by count of non-hydrogen atoms (lowest first): 3 of the compounds above.
GLS inh	PI4K2A block	ALOX12 inh	smiles
3%	-4	?	O=c1c(OCc2ccccc2)cccn1Cc1ccccc1
5%	1	7%	COc1ccccc1-c1cnc(C(O)c2c(C)cccc2C)[nH]1 (centres undefined)
-3%	-12	3%	C[C@H](CO)N1C[C@H](C)[C@@H](CN(C)C(=O)c2ccccc2)Oc2cc(C#C[C@@H](C)O)ccc2S1(=O)=O

# Carrying on:
GLS inh	PI4K2A block	ALOX12 inh	smiles
1%	-3	-21%	C=CCN1c2ccccc2Sc2cnccc21
2%	2	-33%	C[C@@H]1CN([C@H](C)CO)C(=O)c2cc(-c3ccc(C(=O)N(C)C)cc3)cnc2O[C@@H]1CN(C)C(=O)c1cccnc1
5%	2	-23%	COc1ccc(NC(=O)CCCOc2ccc(C)cc2)cc1S(=O)(=O)N1CCCCC1
11%	-1	?	CN(C)CCN1CCN([C@H]2CS(=O)(=O)N[C@@H]2COCc2ccccc2)CC1
-4%	-4	0%	C[C@@H]1CN([C@@H](C)CO)S(=O)(=O)c2ccc(Br)cc2O[C@H]1CN(C)C(=O)C1CCCCC1
11%	0	1%	COc1cc(C#N)c(NC(=S)N2CCN(C(=O)c3ccco3)CC2)cc1OC
0%	-3	-8%	O[C@@H]1C[C@H](c2ccc(Cl)cc2)N(Cc2cccs2)C[C@H]1n1cc(C2CC2)nn1
-8%	2	?	CC1C(=O)N(Cc2cn(CCC3OCCCO3)nn2)CCS(=O)(=O)N1Cc1ccc(-c2ccc(F)cc2)cc1 (centres undefined)
-8%	2	6%	COc1ccc([C@H]2C[C@H](n3cc(COC(=O)c4ccccc4)nn3)[C@@H](O)CN2C(=O)c2cccs2)cc1
10%	-3	?	COCCn1c(SCC(=O)Nc2ccc(F)cc2)nc2c(c1=O)SCC2
-2%	7	0%	C[C@@H]1CN([C@H](C)CO)C(=O)CCCn2nncc2CO[C@@H]1CN(C)S(=O)(=O)c1cccs1
7%	1	-2%	O=C(NCc1ccccc1CN1CCCC1)c1ccc(S(=O)(=O)Nc2ccccc2F)cc1

# Among those listed so far, four have an NH in an aromatic ring:
GLS inh	PI4K2A block	ALOX12 inh	smiles
2%	-3	?	OC(c1cccc(Cl)c1)c1ncc(-c2cccc(C(F)(F)F)c2)[nH]1 (centres undefined)
2%	0	-8%	COc1ccc2c([N+](=O)[O-])c(N3CCOCC3)[nH]c2c1
3%	-3	-4%	Cc1cc(C(O)c2ncc(-c3ccccc3F)[nH]2)ccc1F (centres undefined)
5%	1	7%	COc1ccccc1-c1cnc(C(O)c2c(C)cccc2C)[nH]1 (centres undefined)

# (cont.)
GLS inh	PI4K2A block	ALOX12 inh	smiles
-6%	-1	3%	CN(C)C(=O)c1cc2c(c(-c3cccc(-c4ccccc4F)c3)n1)[C@@H](CCO)N(S(C)(=O)=O)C2
-4%	-3	?	CC1(C(=O)NCc2ccc3c(c2)OCO3)CCN1C(=O)Cc1cccs1 (centres undefined)
-5%	3	-16%	Cc1ccc(S(=O)(=O)n2c(N)nc3cc(C)c(C)cc32)cc1
0%	-4	-3%	OC(c1ccc(Cl)c(F)c1)c1ncc(-c2cccc(F)c2)[nH]1 (centres undefined)
-6%	2	-8%	O=C(NCc1ccc(F)cc1)c1cc(C2CCCCN2S(=O)(=O)c2ccccc2)on1 (centres undefined)
-1%	-14	?	CC(=O)N1CCOc2ccc(S(=O)(=O)NC[C@H]3O[C@@H](n4ccc(N)nc4=O)[C@H](O)[C@@H]3O)cc21
-7%	-1	0%	COC(=O)[C@]12CCCCC=C1N(Cc1ccco1)C(=O)[C@H](CC(=O)N1CCC(c3ccccc3)CC1)C2
0%	-2	-1%	COc1ccc(F)cc1S(=O)(=O)N1CCc2ccccc2C1
-3%	-3	9%	CCOc1ccc(CNC(=O)CN2C(=O)CSc3ccc(S(=O)(=O)N4CCOCC4)cc32)cc1
-3%	-2	12%	CCCCOC1NC(=O)NC(=O)C1(F)C(=O)OCC (centres undefined)
17%	-6	-12%	CCc1nc2ccc(C(=O)NCc3ccc4c(c3)OCO4)cn2c1N(C)CCC(C)C
1%	2	2%	COc1cccc(/C=C/C(=O)OCC(=O)Nc2ccc3c(c2)OCCO3)c1

# Remaining list, next part
GLS inh	PI4K2A block	ALOX12 inh	smiles
-15%	9	-5%	O=C(OCc1cn([C@@H]2CN(CC3CCCCC3)[C@@H](c3ccccc3)C[C@H]2O)nn1)c1ccccc1
0%	-5	0%	CC(=O)Nc1cc(-c2cccc(F)c2)cn2c(-c3ccc(F)cc3)cnc12
-18%	2	-3%	Brc1cccc(-c2nc3c4ccccc4ccn3c2Cc2ccsc2)c1
6%	3	2%	Cc1ccc(-c2nn3c(-c4ccccc4)nnc3o2)cc1
-1%	3	-14%	O=C(CC[C@H]1O[C@@H](n2cnc3c(NC(=O)c4ccccc4)ncnc32)[C@H](O)[C@@H]1O)NCc1ccco1
5%	8	-38%	CC(=O)Nc1ccc(CN2CCC2(C)C(=O)NC2CCN(Cc3ccccc3)CC2)cc1 (centres undefined)
-3%	-4	15%	COc1ccc(NC(=O)c2cccc3ccccc23)cc1OC
-1%	-17	?	COc1cccc(-c2cnc3c(NC=O)cc(-c4ccoc4)cn23)c1
2%	2	?	CC1(C(=O)NS(=O)(=O)c2cccc(F)c2)CCN1C(=O)CC1CCCCC1 (centres undefined)
4%	0	12%	COc1ccc(NC(=O)C2(C)CCCN(C(C)C)C2)cc1F (centres undefined)
-3%	12	-10%	CC1(C)CC(=O)C=C(C#CC2(O)CCCCC2)C1
-26%	-9	-4%	COCCCNC(=O)C[C@@H]1C[C@@]2(C(=O)OC)CCCCC=C2N(Cc2ccccc2)C1=O

# In another format: entries from further up.
SMILES	GLS inh	PI4K2A block	ALOX12 inh
O=C(CC[C@H]1O[C@@H](n2cnc3c(NC(=O)c4ccccc4)ncnc32)[C@H](O)[C@@H]1O)NCc1ccco1	-1%	3	-14%
CC(=O)Nc1ccc(CN2CCC2(C)C(=O)NC2CCN(Cc3ccccc3)CC2)cc1 (centres undefined)	5%	8	-38%
COc1ccc(NC(=O)c2cccc3ccccc23)cc1OC	-3%	-4	15%
COc1cccc(-c2cnc3c(NC=O)cc(-c4ccoc4)cn23)c1	-1%	-17	?
CC1(C(=O)NS(=O)(=O)c2cccc(F)c2)CCN1C(=O)CC1CCCCC1 (centres undefined)	2%	2	?
COc1ccc(NC(=O)C2(C)CCCN(C(C)C)C2)cc1F (centres undefined)	4%	0	12%

# High-throughput results from PubChem BioAssay.
